NR2E3 ag-1 – human photoreceptor-specific nuclear receptor agonism; Q9Y5X4; CHO-S Gal4-NCOR/VP16-NR2E3 two-hybrid, luciferase; inhibition of corepressor binding, % at 3.98 µM; actives 0.35% (n = 360,000); AID 602229;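 active = inhibition above the mean of all tested compounds plus 3 SD, cut at about 70% in these data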;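 also: 0% = DMSO with NR2E3 transfected cells and 100% = cells lacking NR2E3 construct; higher means lower luciferase signal from less NR2E3 corepressor binding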
Target sequence (Q9Y5X4 whole entry, looked up, the tested form may be a part): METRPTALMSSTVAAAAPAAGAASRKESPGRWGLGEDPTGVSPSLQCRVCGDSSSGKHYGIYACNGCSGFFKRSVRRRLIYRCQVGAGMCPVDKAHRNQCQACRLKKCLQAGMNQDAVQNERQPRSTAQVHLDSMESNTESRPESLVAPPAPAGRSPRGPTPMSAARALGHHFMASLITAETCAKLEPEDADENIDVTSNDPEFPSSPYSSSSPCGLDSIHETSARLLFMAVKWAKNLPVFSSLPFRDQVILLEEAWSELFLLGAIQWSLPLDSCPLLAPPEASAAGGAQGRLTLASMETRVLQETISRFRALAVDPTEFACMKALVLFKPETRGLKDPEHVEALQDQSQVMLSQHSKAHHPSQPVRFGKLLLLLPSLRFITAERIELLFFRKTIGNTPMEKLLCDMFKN
HIF-2a block – inhibitors of HIF-2a; inhibition, % at 18.8 µM; 786-0 RCC cells HIF-2a reporter, luciferase luminescence, overnight; actives 0.72% (n = 360,000); AID 624352;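 active = inhibition of the luminescence signal of 40% or more relative to plate controls, in a single-dose primary screen at 18.75 µM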
CF NFkB block – inhibitors of cystic fibrosis induced NF-kB; inhibition, % at 5 µM; actives 0.86% (n = 360,000); KKLEB NF-kB-GFP reporter, PAF-induced, GFP fluorescence overnight;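 active = at least 50% inhibition at 5 µM, scaled per plate between neutral and stimulator controls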;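 also: PAF is a Pseudomonas aeruginosa culture filtrate used as stimulus; plate controls were PAF-stimulated DMSO wells for no effect and unstimulated DMSO wells for full effect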
KKLEB tox – counter-screen for CF NF-kB inhibitors: cytotoxicity; activity change (cytotoxicity), % at 5 µM; AID 602141; actives 0.36% (n = 360,000); KKLEB CF airway cells viability, ATPlite luminescence, overnight; hits give low values; cells stimulated with P. aeruginosa culture filtrate;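 active = corrected activity change at or below -50% at 5 µM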
TROY signal inh – TROY signaling inhibition. Q293 LMP1-TROYcd NF-kB luciferase reporter, 4 h. inhibition, % at 10 µM. actives 0.98% (n = 360,000). AID 1347056;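 active = compounds whose plate-normalised and pattern-corrected inhibition of the luciferase reporter signal at the single screening dose is 50% or more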
NR2E3 ag-2 – activates human photoreceptor nuclear receptor NR2E3; Q9Y5X4; GST-NR2E3/biotin-RetCOR TR-FRET, 1536-well; inhibition of corepressor binding, % at 4.78 µM; actives 0.12% (n = 320,000); AID 2300;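 active = percent inhibition above the cutoff of mean plus 3 SD of all tested compounds, set per screening campaign, cut at about 20% in these data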;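 also: 0% = DMSO wells and 100% = biotin wells as full block of FRET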
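Test system – NR2E3–RetCOR corepressor complex · Quantity – NR2E3 fusion 1.35 nM · Buffer or medium – Tris pH 7.5 · Incubation – Compound–protein incubation for 5 h at 4 °C · Technique – TR-FRET, Eu(K)-anti-GST donor, streptavidin-D2 acceptor, ex 340, em 617/671 nm · Evaluation – percent inhibition of 671/617 nm emission ratio versus biotin and DMSO controls · Plate – 1536-well format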
Peg3 prom inh – inhibitors of Peg3 promoter; HeLa PEG-Prom luciferase reporter, luminescence, overnight; inhibition, % at 20 µM; actives 1.7% (n = 360,000); AID 588405;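 active = inhibition of at least 50% at 20 µM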
TRAIL sens C8 – sensitizes caspase-8 expressing cells to TRAIL | AID 624354 | actives 1% (n = 360,000) | NB7+C8 cells + TRAIL, ATPlite viability luminescence | inhibition (viability loss, TRAIL sensitization), % at 10 µM;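 active = compounds causing at least 50% loss of cell viability in the single-dose screen, relative to plate controls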
Shn3 inh set2 – Schnurri-3 reporter inhibition in Clone20 osteoblasts; Clone20 osteoblast Shn3 3'UTR firefly luciferase, 24 h; inhibition, % at 12.5 µM; actives 0.52% (n = 360,000); AID 588674;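 active = mean inhibition of at least 75% with every replicate also reaching 75%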;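 also: 0% = median of neutral control wells and 100% = pilot-screen positive control compound; some compounds past the cut are filed as inactive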
MITF TRPM1 inh – inhibitors of MITF-driven TRPM1 promoter in melanoma cells; SK-MEL-5 TRPM1 promoter luciferase, 24 h; inhibition, % at 12.5 µM; actives 0.83% (n = 330,000); AID 488899;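 active = mean inhibition across replicates of 60% or more, whatever share of single replicates reaches that level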; also: values of inactives mirror those of a sister screen read the other way
TWEAK-Fn14 inh – blocks TWEAK-Fn14 interaction in a reporter cell assay; TWEAK-stimulated Fn14 reporter cells, luciferase luminescence, 8 h; inhibition, % at 10 µM; actives 2% (n = 360,000); in the data active = inhibition above about 50%
The depositor's hits bear a star; . = not tested or not shown. Not all compounds are listed (hit frequency here may not be typical).

SMILES	NR2E3 ag-1	HIF-2a block	CF NFkB block	KKLEB tox	TROY signal inh	NR2E3 ag-2	Peg3 prom inh	TRAIL sens C8	Shn3 inh set2	MITF TRPM1 inh	TWEAK-Fn14 inh
CCC(C)C(=O)OCC1(c2ccc(C)cc2OC(=O)C(C)C)CO1 (stereo not drawn)	-27	4	-4	0	6	1	2	4	-36	-1	21
CCN1C(=O)C(O)(CC(=O)c2ccc(-n3cccc3)cc2)c2ccccc21 (stereo not drawn)	-2	-14	8	-7	-8	-2	-16	-10	19	-19	-7
N#CC(C#N)=Cc1ccc(-c2ccc(S(=O)(=O)N=C(N)N)cc2)o1	-22	12	-58	4	5	5	-10	3	-30	0	8
Cn1c2ccc(F)cc2c2ncn(Cc3ccccn3)c(=O)c21	-14	14	7	-14	0	-4	6	1	-50	-1	-17
O=C(NNC(=O)c1cccc(-n2cccc2)c1)c1ccc(F)cc1	-46	-46	-2	-10	-2	-2	-35	0	0	-10	4
Cc1ccc(C(=O)OCC(=O)Nc2sc3c(c2C#N)CCC3)cc1	-10	20	6	-5	-2	-7	-8	-2	5	-19	8
Cc1nnc(SCC(=O)NC(=O)NC2CCCC2)n1N	-5	3	-22	-14	-6	4	20	1	-6	2	2
O=C(NC1CC1)c1ccc2snnc2c1	-20	6	13	-16	-10	1	-9	3	8	0	1
O=C1C2CC=CCC2C(=O)N1CC1CCCO1 (stereo not drawn)	-5	0	7	15	-9	0	-5	2	6	4	3
COc1ccc(OC)c(C2=NOC(C(=O)Nc3cccc(C(C)=O)c3)C2)c1 (stereo not drawn)	3	7	-6	1	3	0	14	-4	-1	-6	8
O=C(Cc1ccc(S(=O)(=O)N2CCCC2)s1)NC1CCCCCC1	-12	-24	9	-1	-3	3	-16	4	-6	-9	-32
COc1cc(C)c(C(C)C)cc1S(=O)(=O)N1CCN(C)CC1	-10	5	2	6	0	2	2	-4	2	7	3
Sc1nnc(-c2ccc(Cl)cc2)n1Cc1ccccc1	-25	3	-1	-6	-6	4	19	-6	-4	.	2
S=c1[nH]nc(CN2CCCC2)n1Cc1ccccc1	-1	4	-14	12	-5	1	10	-3	-36	2	-4
Cc1ccc2c(c1)N(C(=O)CCC(=O)NCc1cccc(Cl)c1)CC(C)O2 (stereo not drawn)	-17	16	24	-11	3	4	6	10	16	11	6
COc1ccc2ccccc2c1/C=N/Nc1cccc(C(=O)O)c1	-102	-164	-8	11	-52	6	-264	8	-116	-88	-17
CC(NC(=O)Nn1cnnc1)(C(F)(F)F)C(F)(F)F	-3	14	-20	14	-4	-2	7	0	17	2	3
CCOc1ccc(NC(=O)CC2CC(C)(C)OC2=O)cc1 (stereo not drawn)	-6	-11	-3	-11	-11	0	-11	0	-5	1	-12
O=C(c1ccccc1)N1CCN(c2ncnc3c2cnn3-c2ccccc2)CC1	-21	-128	-8	-2	-25	-3	-48	3	6	-4	15
C=CCNC(=S)N/N=C(\C)c1ccc(OC)cc1	37	7	2	6	0	5	-13	5	-23	3	-4
N#CC(c1ccccc1)N(CCCCl)C(=O)c1ccccc1 (stereo not drawn)	-8	6	-14	5	-2	5	16	6	14	-10	23
O=c1nc2s/c(=C\c3ccc(-c4ccccc4[N+](=O)[O-])o3)c(=O)n2nc1-c1ccccc1	-18	5	6	-5	42	.	2	1	-8	1	57*
COc1ccc(CCCC(=O)NC2CCCCC2C)c(C)c1 (stereo not drawn)	0	11	-2	-7	8	5	2	-14	18	14	1
CCOC1(OCC)OC(c2ccccc2)=C(C#N)C(C=Cc2ccccc2)C1(OCC)OCC (stereo not drawn)	5	0	-2	-8	-4	.	27	25	6	.	29
COc1ccc(-c2sc3cc4c(cc3c2C#CC2(N)CCCCC2)OCO4)cc1	-2	-94	1	-2	-45	1	93*	30	-4	14	-41
COc1ccc(C2Nc3ccccc3C(=O)N2NS(C)(=O)=O)cc1 (stereo not drawn)	15	-55	15	10	-28	0	-27	-3	18	-4	-26
C=CCNc1nc(N2CCCCC2)c(C#N)c2c1CN(Cc1ccccc1)CC2	-13	19	-12	-3	1	1	25	9	80	-15	33
COc1cc(/C=C/C(=O)OCC(=O)NC2CC2)cc(OC)c1OC	20	4	-38	15	-7	.	-17	6	2	10	-1
CCCOC(=O)CSC1=C(C#N)C(c2ccccc2OC)C(C#N)C(=O)N1 (stereo not drawn)	18	8	1	-6	-16	4	0	-30	-15	13	9
COc1ccc(NC(=O)Nc2ccc3c(c2)C(=O)N([C@H](C)CO)C[C@H](C)[C@@H](CN(C)C(=O)Nc2ccccc2)O3)cc1	12	-1	2	0	0	.	-3	-10	-10	1	-16
CCCCn1c(N)c(N(CC)C(=O)CCNC(=O)c2ccc(Cl)cc2)c(=O)[nH]c1=O	-23	14	15	12	0	.	-11	-12	-14	7	8
O=S(=O)(c1ccc(Br)cc1F)N1CCC(O)CC1	0	10	5	-17	-15	.	-3	10	-6	-8	-11
CC(C)=NN/C(N)=N/C(=S)Nc1ccc(C)cc1	-6	-172	1	2	8	-3	-177	-25	1	-59	-9
CCOc1ccc2[nH]c(=O)c(C(c3nnnn3C3CCCCC3)N3CCN(CC)CC3)cc2c1 (stereo not drawn)	-11	-4	-26	20	-18	-2	1	-4	-18	-1	-6
COC(=O)c1cc2c(ccn2-c2ccc(F)cc2)n1CC(C)C	-26	-27	-11	0	-1	0	10	8	19	-12	0
CCOc1ccc(S(=O)(=O)N2CCCC(C(=O)N3CCOCC3)C2)cc1C (stereo not drawn)	27	4	0	-8	5	-2	19	2	6	9	-2
NCCCCCc1nnc(SCc2ccc(Cl)c(Cl)c2)o1	0	6	6	4	6	2	13	6	-20	6	-1
Cc1cc2ncc(-c3cccc(Cl)c3)cn2n1	-24	-220	-24	1	-32	-2	-222	4	-36	-47	3
O=C(Nc1nc2c(s1)CCCC2)c1cccc(S(=O)(=O)N2CCCc3ccccc32)c1	7	-1	2	0	-10	-2	25	13	30	12	21
CCCCc1ccc(S(=O)(=O)NC(=O)C2(C)CCN2C(=O)CCc2cccs2)cc1 (stereo not drawn)	-18	7	-9	8	-16	.	6	1	13	.	6
O=C(O)c1cccc(S(=O)(=O)N2CCN(c3ccccn3)CC2)c1	-15	13	-11	-16	18	.	8	-8	4	9	8
C[C@@H]1COc2cc(N3CCC[C@@H]3CO)ccc2S(=O)(=O)N1	-11	10	.	.	7	.	.	14	.	.	12
COCCCNC(=O)Cn1cc2c(n1)CCC(C)C2 (stereo not drawn)	2	11	16	-4	-8	2	-5	-6	1	-8	8
CC(=O)Nc1cccc(N2C(=O)CC(N3CCC(C(=O)N4CCCCC4)CC3)C2=O)c1 (stereo not drawn)	2	10	-1	1	-1	4	9	-1	3	-4	-7
CC1=C(C)C(c2ccccc2)NC(=S)N1 (stereo not drawn)	-6	13	-8	0	1	-1	1	-6	-2	2	-12
CCn1c(=N)n(CC(=O)c2ccc(Cl)c(Cl)c2)c2ccccc21	-105	-136	8	14	-25	-1	99*	-10	-100	-5	-4
Cc1occc(=O)c1OCc1c(F)cccc1Cl	3	13	-28	10	16	4	21	7	-6	8	14
CC1CS(=O)(=O)CCN1N=Cc1ccc([N+](=O)[O-])o1 (stereo not drawn)	-11	-5	14	-7	9	5	-10	-11	4	2	14
CCOC(=O)COc1cc(OCC(=O)OCC)c2c3c(c(=O)oc2c1)CCCC3	-10	4	-4	-4	-1	.	5	-14	24	-15	-2
COc1cccc(NC(=O)COC(=O)c2ccc(F)cc2F)c1	-29	-13	-3	16	-13	1	3	-12	-18	-8	-10
CN(C)/C=C/C(=O)C(F)(F)F	-17	14	-8	4	-41	2	14	-9	-4	-14	21
Cc1cc(C)n2nc(SCCOc3ccc(F)cc3)nc2n1	-27	-36	3	4	24	-2	-10	8	-14	-43	0

An excerpt of these results, with two lines to a compound:
The line under a structure holds: NR2E3 ag-1 | HIF-2a block | CF NFkB block | KKLEB tox | TROY signal inh | NR2E3 ag-2 | Peg3 prom inh | TRAIL sens C8 | Shn3 inh set2 | MITF TRPM1 inh | TWEAK-Fn14 inh
NCCCCCc1nnc(SCc2ccc(Cl)c(Cl)c2)o1
  0 | 6 | 6 | 4 | 6 | 2 | 13 | 6 | -20 | 6 | -1
Cc1cc2ncc(-c3cccc(Cl)c3)cn2n1
  -24 | -220 | -24 | 1 | -32 | -2 | -222 | 4 | -36 | -47 | 3
O=C(Nc1nc2c(s1)CCCC2)c1cccc(S(=O)(=O)N2CCCc3ccccc32)c1
  7 | -1 | 2 | 0 | -10 | -2 | 25 | 13 | 30 | 12 | 21
CCCCc1ccc(S(=O)(=O)NC(=O)C2(C)CCN2C(=O)CCc2cccs2)cc1 (stereo not drawn)
  -18 | 7 | -9 | 8 | -16 | . | 6 | 1 | 13 | . | 6
O=C(O)c1cccc(S(=O)(=O)N2CCN(c3ccccn3)CC2)c1
  -15 | 13 | -11 | -16 | 18 | . | 8 | -8 | 4 | 9 | 8
C[C@@H]1COc2cc(N3CCC[C@@H]3CO)ccc2S(=O)(=O)N1
  -11 | 10 | . | . | 7 | . | . | 14 | . | . | 12
COCCCNC(=O)Cn1cc2c(n1)CCC(C)C2 (stereo not drawn)
  2 | 11 | 16 | -4 | -8 | 2 | -5 | -6 | 1 | -8 | 8
CC(=O)Nc1cccc(N2C(=O)CC(N3CCC(C(=O)N4CCCCC4)CC3)C2=O)c1 (stereo not drawn)
  2 | 10 | -1 | 1 | -1 | 4 | 9 | -1 | 3 | -4 | -7
CC1=C(C)C(c2ccccc2)NC(=S)N1 (stereo not drawn)
  -6 | 13 | -8 | 0 | 1 | -1 | 1 | -6 | -2 | 2 | -12
CCn1c(=N)n(CC(=O)c2ccc(Cl)c(Cl)c2)c2ccccc21
  -105 | -136 | 8 | 14 | -25 | -1 | 99* | -10 | -100 | -5 | -4
Cc1occc(=O)c1OCc1c(F)cccc1Cl
  3 | 13 | -28 | 10 | 16 | 4 | 21 | 7 | -6 | 8 | 14
CC1CS(=O)(=O)CCN1N=Cc1ccc([N+](=O)[O-])o1 (stereo not drawn)
  -11 | -5 | 14 | -7 | 9 | 5 | -10 | -11 | 4 | 2 | 14
CCOC(=O)COc1cc(OCC(=O)OCC)c2c3c(c(=O)oc2c1)CCCC3
  -10 | 4 | -4 | -4 | -1 | . | 5 | -14 | 24 | -15 | -2

Screens deposited in PubChem BioAssay by several laboratories.
